DNMT1 block: inhibitors of human DNMT1; inhibition (reported as % activation of signal), % at 10 µM; DNMT1 molecular beacon, Hinp1I cleavage, fluorescence; actives 0.83% (n = 360,000); AID 588458; in the data active = inhibition above about 50%
Neddyl block: inhibitors of human cullin neddylation. TR-FRET cullin neddylation, biochemical. calls only at 25 µM. actives 0.58% (n = 360,000). AID 651699; in the data active = inhibition above about 36%
CendR NRP1 mod: NRP-1/CendR interaction modulation. FAM-RPARPAR peptide binding to NRP-1, fluorescence polarization. actives 0.85% (n = 360,000). O14786. inhibition, % at 25 µM;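 active = inhibition or corrected inhibition above about 18%, plus a signal ratio from 0.5 to 1.5, limit read from the data, passing the limit was not always enough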; also: strong numbers were not always called active
Target sequence (O14786 whole entry, looked up): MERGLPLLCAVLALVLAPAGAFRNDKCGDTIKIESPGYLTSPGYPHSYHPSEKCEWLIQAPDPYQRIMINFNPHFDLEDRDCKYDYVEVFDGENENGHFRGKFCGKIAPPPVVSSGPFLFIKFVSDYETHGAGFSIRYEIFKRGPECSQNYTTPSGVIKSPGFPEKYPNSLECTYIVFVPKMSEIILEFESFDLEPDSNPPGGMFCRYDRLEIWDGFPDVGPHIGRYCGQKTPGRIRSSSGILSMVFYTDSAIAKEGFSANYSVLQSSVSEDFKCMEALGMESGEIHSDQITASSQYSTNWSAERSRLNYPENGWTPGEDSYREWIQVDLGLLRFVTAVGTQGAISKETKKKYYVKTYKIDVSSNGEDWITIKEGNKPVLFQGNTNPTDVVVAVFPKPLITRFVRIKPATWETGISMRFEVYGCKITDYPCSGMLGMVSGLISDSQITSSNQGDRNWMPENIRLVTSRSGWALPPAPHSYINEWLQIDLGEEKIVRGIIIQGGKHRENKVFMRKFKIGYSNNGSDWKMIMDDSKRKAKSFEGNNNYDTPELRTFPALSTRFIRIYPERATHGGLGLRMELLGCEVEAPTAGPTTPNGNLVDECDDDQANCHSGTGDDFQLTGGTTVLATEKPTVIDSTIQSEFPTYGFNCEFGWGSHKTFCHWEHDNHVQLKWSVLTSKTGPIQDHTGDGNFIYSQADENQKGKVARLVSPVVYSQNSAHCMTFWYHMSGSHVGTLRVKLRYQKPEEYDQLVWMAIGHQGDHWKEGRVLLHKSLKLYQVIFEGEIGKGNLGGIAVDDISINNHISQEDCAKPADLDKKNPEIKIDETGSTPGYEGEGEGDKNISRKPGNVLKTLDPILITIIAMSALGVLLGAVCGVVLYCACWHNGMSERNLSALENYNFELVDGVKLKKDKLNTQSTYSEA
STEP inh: blocks human striatal-enriched tyrosine phosphatase; P54829; recombinant STEP, OMFP fluorogenic substrate, fluorescence; inhibition, % at 20 µM; actives 0.25% (n = 360,000); AID 588621;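 active = inhibition at 20 µM, scaled per plate between control wells, above about 37%, limit read from the data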;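 also: 0% = DMSO with enzyme and substrate and 100% = substrate only without enzyme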
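System: STEP (striatal-enriched tyrosine phosphatase) enzyme, cell-free; medium: Bis-Tris pH 6.0 buffer with DTT, detergent; dosing: 20 µM, 1% DMSO; times: reaction 20 min, ambient temperature; detection: fluorescence, 480/540 nm; read-out basis: normalized % inhibition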
Tb MetRS inh: Trypanosoma brucei MetRS inhibition; purified T. brucei MetRS, ATP depletion, Kinase-Glo luminescence; inhibition, % at 11.9 µM; actives 0.4% (n = 360,000); AID 624268;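 active = inhibition above a per-plate cutoff of the control wells' mean inhibition plus 3 SD, cut at about 5.5% in these data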;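 also: 0% = DMSO wells median and 100% = median of wells with control inhibitor compound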
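Measured by: Kinase-Glo luciferase luminescence reporting remaining unconsumed ATP. Material: purified T. brucei MetRS enzyme. Doses: 11.9 µM compound single dose, 0.9% DMSO. Medium: HEPES buffer containing pyrophosphatase, BSA, spermine, DTT. Times: 15 min preincubation, 2 h reaction, all 25 °C. Reagent: methionine, ATP and bulk E. coli tRNA.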
LMPTP block: blocks human LMPTP phosphatase. inhibition, % at 20 µM. recombinant LMPTP-A, OMFP fluorogenic substrate, fluorescence intensity. actives 0.22% (n = 360,000). P24666;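 active = compounds that cut the enzyme signal by at least half of the control window in the single-dose screen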;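 also: plate controls were DMSO wells with enzyme plus substrate for no effect and substrate without enzyme for full effect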
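Test system – LMPTP-A enzyme · Amount – LMPTP-A at 0.625 nM final in the reaction · Buffer or medium – Bis-Tris pH 6.0, DTT, detergent · Reagent – OMFP 400 µM · Doses – single 20 µM dose · Schedule – reaction 50 min, room temperature, dark · Detection – fluorescence intensity of OMFP turnover product · Evaluation – percent inhibition versus substrate-only and uninhibited controls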
Scp1 inh: Scp-1 (human) phosphatase inhibition; Recombinant Scp1, phosphopeptide, malachite green phosphate absorbance; inhibition, % at 20 µM; actives 0.88% (n = 340,000); AID 493091;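 active = inhibition above about 50% at 20 µM, limit read from the data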;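 also: plate controls were DMSO wells with enzyme for no effect and wells lacking enzyme for full effect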
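System: truncated SCP-1 phosphatase (76-261aa); medium: Tris acetate buffer pH 5.5 with MgCl2 and Tween-20; incubation: 45 min room-temperature reaction, 5 min colour, 30 min stabiliser; compound: single 20 µM dose, 1% DMSO; reagent: Phosphorylated 17-residue peptide substrate; read-out: % inhibition at 20 µM; technique: colorimetric free-phosphate detection, absorbance 630 nm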
NadD block: blocks S. aureus nicotinate mononucleotide adenylyltransferase; purified NadD enzyme, colorimetric absorbance read-out; inhibition, % at 20 µM; actives 0.78% (n = 360,000); AID 602399; in the data active = inhibition above about 26%; also: some compounds past the cut are filed as inactive
SUMO1-SIM PPI: modulators of human SUMO1-mediated protein-protein interactions. actives 0.33% (n = 360,000). inhibition, % at 20 µM. AID 602429. SUMO1 binding to a labelled peptide, TR-FRET, 1 h. P63165; in the data active = inhibition above about 37%
Target sequence (P63165 whole entry, looked up): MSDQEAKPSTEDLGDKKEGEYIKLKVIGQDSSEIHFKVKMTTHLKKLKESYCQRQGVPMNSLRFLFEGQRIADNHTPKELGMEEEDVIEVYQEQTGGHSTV
SKN-1 inh: inhibitors of C. elegans SKN-1. inhibition, % at 21.8 µM. C. elegans VP596 Pgst-4::GFP/RFP ratio, acrylamide-induced, 24 h. actives 0.49% (n = 360,000);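 active = interference check ratio from 0.5 to 1.5 plus GFP to RFP signal ratio inhibition reaching or exceeding a fixed threshold, cut at about 30% in these data, passing the limit was not always enough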; also: some compounds called inactive have numbers as strong as hits
Active calls of the source: *; i = inactive; / = no result given.

SMILES	DNMT1 block	Neddyl block	CendR NRP1 mod	STEP inh	Tb MetRS inh	LMPTP block	Scp1 inh	NadD block	SUMO1-SIM PPI	SKN-1 inh
Cc1cccc(C)c1NC(=O)COC(=O)CCc1c[nH]c2ccccc12	4	i	-2	2	-0.4	-1.4	-8	-2	-3	4
CCS(=O)(=O)N1CCN(Cc2nc3ccccc3c(=O)[nH]2)CC1	1	i	6	-2	-0.1	-3.5	-8	-2	0	-18
CCOc1ccc(-c2c(C(=O)N/N=C/c3cccc(Br)c3)nnn2-c2nonc2N)cc1	36	i	4	-2	0.0	0.9	5	23	-1	3
Cc1c(CC(=O)O)c(=O)oc2c(C)c(OCc3ccccc3Br)ccc12	2	i	-1	98*	-0.2	49	91*	26	25	-13
CCC(=O)NC1CCN(C(=S)NC)CC1	-1	i	-2	3	-0.9	-2.2	-4	2	4	12
CC1=CSC2=NC(=O)/C(=C\c3cccn3-c3ccccc3)C(=N)N12	-18	i	-26	2	0.2	2.4	-2	12	-19	5
CCN(CC(=O)NCc1cccs1)C(=O)c1cc(S(=O)(=O)NCc2ccccc2)ccc1C	-2	i	7	0	-0.2	-0.7	-3	-1	1	-6
O=C(C(=O)N1CCCCC1)c1c(-c2ccccc2)[nH]c2ccccc12	0	i	-5	-1	-0.4	-2.8	-2	-3	-1	2
Cc1ccc(OCCOc2cccc3ccc(C)nc23)c([N+](=O)[O-])c1	-4	i	1	11	-0.2	1.1	-12	-3	-16	13
CC1(C)CC(=O)C2=C(C1)NC1=C(C(=O)c3ccccc31)C2c1cccnc1 (stereo not drawn)	-5	i	5	3	0.8	1.9	-5	6	-19	2
COc1ccccc1NNC(=O)C(O)(c1ccccc1)c1ccccc1	-1	i	4	2	0.0	0.0	-11	-1	2	6
Cc1ccc(N/C=C2\C(=O)C3(C)CCC2C3(C)C)cc1C (stereo not drawn)	7	i	1	3	0.4	-0.3	1	1	-2	5
Cc1ccc(C(=O)N/N=C/c2cc(C)n(-c3ccc(Br)cc3)c2C)cc1[N+](=O)[O-]	-5	i	0	2	-1.2	1.7	7	35*	-8	26
Nc1[nH]c(C(=O)c2ccccc2)c(-c2ccc([N+](=O)[O-])cc2)c1C(=O)NCCc1c[nH]c2ccccc12	/	i	-138	/	-1.3	0.8	/	43*	-13	2
CCCc1cc(C(=O)N2CCCC(Cc3cccc(Cl)c3)(C(=O)OCC)C2)n(C)n1 (stereo not drawn)	4	i	0	-1	0.0	0.0	-3	-1	0	-3
CCCOc1ccc(N2C(=O)CC(N(Cc3ccco3)C(=O)CCC(=O)O)C2=O)cc1 (stereo not drawn)	2	i	3	0	-0.2	-0.7	1	-3	-1	-12
O=C(CN1CCOCC1)N1CCCc2c1c(=O)oc1ccc(OCc3ccccc3)cc21	-5	i	-8	3	0.1	-0.7	4	9	-12	-7
CCOC(=O)C1=C(CC)Nc2ccccc2N=C1NC(=O)c1ccc(OC)c(S(=O)(=O)N2CCOCC2)c1	2	i	10	1	-0.2	-1.3	-8	7	2	20
NCCCCCc1cn([C@@H](CCC(=O)O)C(=O)NCCCCCCCCCCC(=O)N2CCNCC2)nn1	5	i	6	-2	0.5	-3.3	-6	-1	-3	4
COc1cccc(OCCOCCN(C)CCO)c1	0	i	-3	-4	-0.2	-1.6	-13	5	2	-14
Fc1ccc(-c2nnc(Cc3ccc(Cl)cc3)o2)cc1	-1	i	8	6	0.1	0.1	-14	-9	4	44*
CC1(C)NC(=O)N(CCOCCOc2ccccc2-c2ccccc2)C1=O	18	i	0	0	-0.7	0.0	-3	-8	0	1
CCCCN(CCCC)c1ccc(C(=O)c2ccccc2C(=O)O)c(O)c1	12	i	-29	2	-0.8	-2.4	-3	12	-1	9
COc1ccc(-n2nc(C(=O)NCC(=O)NCCc3ccc(OC)c(OC)c3)c3ccccc3c2=O)cc1	3	i	1	-1	-0.5	-0.1	-8	-4	-12	-4
Cc1coc2cc3oc(=O)c(CC(=O)N(C)CC(=O)O)c(C)c3cc12	1	/	-5	-2	0.6	0.7	-9	-2	4	1

The closing 6 compounds of the part before open the next one:
SMILES	DNMT1 block	Neddyl block	CendR NRP1 mod	STEP inh	Tb MetRS inh	LMPTP block	Scp1 inh	NadD block	SUMO1-SIM PPI	SKN-1 inh
COc1cccc(OCCOCCN(C)CCO)c1	0	i	-3	-4	-0.2	-1.6	-13	5	2	-14
Fc1ccc(-c2nnc(Cc3ccc(Cl)cc3)o2)cc1	-1	i	8	6	0.1	0.1	-14	-9	4	44*
CC1(C)NC(=O)N(CCOCCOc2ccccc2-c2ccccc2)C1=O	18	i	0	0	-0.7	0.0	-3	-8	0	1
CCCCN(CCCC)c1ccc(C(=O)c2ccccc2C(=O)O)c(O)c1	12	i	-29	2	-0.8	-2.4	-3	12	-1	9
COc1ccc(-n2nc(C(=O)NCC(=O)NCCc3ccc(OC)c(OC)c3)c3ccccc3c2=O)cc1	3	i	1	-1	-0.5	-0.1	-8	-4	-12	-4
Cc1coc2cc3oc(=O)c(CC(=O)N(C)CC(=O)O)c(C)c3cc12	1	/	-5	-2	0.6	0.7	-9	-2	4	1
CCOc1nnnc2c1sc1nc(N3CCOCC3)c3c(c12)CCCC3	-3	i	2	1	0.2	0.7	-4	9	0	10
CC(C)(C)c1ccc(C(CC(=O)O)NC(=O)C23CC4CC(CC(C4)C2)C3)cc1 (stereo not drawn)	8	i	-8	0	-1.7	2.6	-10	-1	1	2
Cc1[nH]n(-c2ccccc2)c(=S)c1C=Nc1ccc([N+](=O)[O-])cc1	6	i	-3	-4	-0.2	-1.8	74*	13	-7	13
CCN=C(Nc1cccc(F)c1)SC1CC(=O)N(c2ccc(OC)cc2)C1=O (stereo not drawn)	-7	i	0	-1	-0.4	0.8	-8	-1	-3	14
Cc1ccc(NC(=O)C2CCN(S(=O)(=O)c3cccc4nonc34)CC2)cc1	0	i	-8	5	0.1	-1.3	2	0	-12	-3
COc1ccc(C(=O)O)cc1S(=O)(=O)Nc1ccc(N2CCCCC2)cc1	2	i	6	2	0.2	1.2	-10	-3	10	-1
CC(=O)c1cc(CCC(=O)NC2CCCCCC2)oc1C	7	i	-8	1	-0.8	0.4	13	-1	21	-13
COc1ccc(Br)cc1/C=N/NC(=O)CNC(=O)c1cccnc1	0	i	5	0	-0.5	0.0	-7	0	-11	0
CC(=O)Nc1ccc(S(=O)(=O)NCC2CCC(C(=O)N3CCN(c4ccccn4)CC3)CC2)cc1 (stereo not drawn)	0	i	-27	0	-0.2	0.7	-14	-1	2	-14
COc1cc(OC)cc(C(=O)N[C@H](C(=O)Nc2ccccc2N2CCOCC2)C(C)C)c1	0	i	18	-1	-0.3	-0.5	-12	-4	-2	2
COC(=O)c1ccc(CSc2nc3ccccc3[nH]2)o1	0	i	-4	-3	-1.0	-1.2	-6	-3	-1	-8
Cc1cc(C)n(CC(=O)N2CCCC(N3CCN(Cc4ccc5c(c4)OCO5)CC3)C2)n1 (stereo not drawn)	2	i	-8	-1	-0.5	1.5	-12	-3	0	-1
CCN(CC)c1ccc(/C=N/NC(=O)c2c[nH]c3ccccc23)cc1	0	/	5	0	-0.7	0.9	-2	7	-9	-4
O=C(Nc1ccccc1F)C(=O)c1cn(CC(=O)N2CCCCC2)c2ccccc12	0	i	5	-2	-0.2	0.0	-12	-8	-10	-4
Cc1ccc(OCC(=O)NNC(=O)c2cc3ccccc3o2)cc1C	18	i	-7	1	-1.3	44	19	1	-2	3
O=C(O)CCc1ccc(-c2cccs2)n1NC(=O)c1ccccc1Br	7	i	-14	3	0.0	-1.5	2	6	11	-9
CCCCC(CC)C(=O)Nc1cc(=O)[nH]c2nc3ccccc3n12 (stereo not drawn)	3	i	-10	-2	0.4	-0.3	-10	0	6	18
CCN1CCN(S(=O)(=O)c2cc(OC)ccc2OC)CC1	-4	i	0	0	-0.8	-1.5	-3	-7	-2	-9
Cc1n[nH]c(=O)c2c(NC(=O)CSc3nnnn3-c3ccc(O)cc3)oc(C)c12	-2	i	-14	1	0.1	-9.5	-4	0	-17	-1
NC(=O)COc1ccc2oc(=O)cc(-c3cc4ccccc4o3)c2c1	2	i	10	-1	0.1	1.2	-3	2	13	2
COc1ccc(S(=O)(=O)N2CCCCCC2)cc1C(=O)N(C)CC(=O)Nc1ccc(Cl)c(Cl)c1	-12	i	5	-3	0.1	3.1	-9	0	5	5
CCOCc1c(C(=O)OCC(=O)Nc2ccccc2C(N)=O)oc2ccccc12	-2	i	5	-2	-0.4	0.4	1	-5	2	-3
CCN(CC(=O)NCc1ccc(F)cc1)C(=O)Cc1ccc(OC)cc1	-4	i	4	2	-1.0	0.1	-2	-3	-5	-7
O=C1CC(=O)N(CCNc2ncc(C(F)(F)F)cc2Cl)C(=O)N1	-4	i	-28	-12	-0.6	1.6	-6	2	1	-6
CCOc1ccc2nc(NC(NC(=O)CC)(C(=O)OC)C(F)(F)F)sc2c1 (stereo not drawn)	-1	i	9	-2	1.4	0.2	-2	-3	0	11

New compounds follow:
SMILES	DNMT1 block	Neddyl block	CendR NRP1 mod	STEP inh	Tb MetRS inh	LMPTP block	Scp1 inh	NadD block	SUMO1-SIM PPI	SKN-1 inh
CN1C(=O)Cc2cc(S(=O)(=O)Nc3ccc(Cl)cc3)ccc21	-4	i	10	-2	0.1	0.4	-4	-2	3	4
COc1cc(OC)c(NC(=O)CCc2nc(-c3cccs3)no2)cc1Cl	-2	i	7	1	0.5	1.3	-15	-10	-1	4
COc1cccc(C(=O)NN2c3ccccc3CCc3ccccc32)c1	6	i	10	0	-1.4	-0.6	8	-1	-2	7
O=C(NCc1ccc2c(c1)OCO2)Nc1ccc2nsnc2c1	4	i	3	-3	-0.2	1.0	-1	-1	-19	6
O=C(Nc1cccc(C(=O)O)c1)/C(=C\c1ccccc1Cl)NC(=O)c1ccco1	2	i	-7	0	-0.7	-1.4	0	-3	14	-5
O=C(N/N=C/c1ccccn1)c1ccc(N/N=C/c2ccccn2)cc1	1	i	-6	-2	-0.3	-1.2	-1	9	-1	-6
CC(=O)c1ccc(NC(=O)c2ccc(-n3cncn3)c([N+](=O)[O-])c2)cc1	-1	i	2	1	37*	0.6	5	3	-31	10
COc1ccc(COC(=O)CCc2c[nH]c3ccccc23)cc1F	-1	i	-21	2	0.2	5.6	-13	-6	9	5
CC1=C(C(N)=O)C(c2ccc(Br)cc2)n2ncnc2N1 (stereo not drawn)	1	i	-8	0	-0.2	0.5	-4	2	3	-11
COc1ccc(CNC(=O)c2noc3c2CCCCC3)cc1	2	i	3	-4	0.2	-1.1	-11	-10	4	16
